ERG Ets-DNA blk – ERG Ets/DNA interaction inhibition; P11308; fluorescence polarization, His-ERG Ets domain / labelled DNA; Potency, µM (highest dose often 76.9 µM), for inactives: at the highest dose FP activity, negative = inhibition, usual class: inhibitors; 370,000 tested, 0.028% active; active = well fitted inhibition curve with a large enough effect in the polarisation, with a control signal flat; inconclusive = small, poorly fitted or top-dose-only effect, or effect the other way, or a change in a side signal; inactive = no such curve, though single readings can be large or run the other way; the % refers to the polarisation;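 also: polarization taken with two DNA probes labelled with fluorescein and Texas red; potency is read from the fitted curve at half-maximal effect; % of control where 0% means no effect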
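His-tagged ERG Ets domain (1 uM in the protein solution; 300mM KCl, 50mM Tris-HCl, 1mM EDTA, 1mM DTT, pH 7.5) received compound, then a probe mix of 5 nM fluorescein-DNA and 100nM Texas-615-DNA. Fluorescence polarization was read for both dyes.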
TRHR agonist – agonists of human TRH receptor | P34981 | TRHR cells, calcium flux fluo-8, FDSS agonist mode | activation, % at 2 µM | 360,000 tested, 0.18% active; in the data active = activation above about 30%; also: 0% is about no effect
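In this calcium-flux screen, cells bearing human TRHR are dye-loaded with fluo-8, baselined for 10 cycles, then exposed to library compounds; positive kinetic calcium responses during the agonist phase mark hits, with TRH as control.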
BLM helicase inh – inhibitors of human Bloom syndrome helicase BLM; P54132; recombinant BLM DNA unwinding, fluorescence dequenching; Potency, µM (highest dose often 56.1 µM), for the others: at the top dose activity change, negative = inhibition, actives largely listed as inhibitors; 350,000 tested, 0.2% active;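 also: potency is read from the fitted curve at half-maximal effect; plate controls were vehicle for no effect and no enzyme for full effect; nearly all actives have a fitted effect of over 35% in size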
Apoferritin bind – binds horse apoferritin like a general anesthetic; P02791; apoferritin/1-aminoanthracene competitive binding, fluorescence; Potency, µM (highest dose often 77.5 µM), inactives show top-dose activity change, negative = displacement, usual class: inhibitors; 350,000 tested, 0.074% active; AID 485281; also: potency is read from the fitted curve at half-maximal effect; % is scaled to controls: 0 for no effect and ±100 for the full control effect; nearly all actives have a fitted effect of over 20% in size
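Read-out: endpoint 1-AMA fluorescence, excitation 380 nm and emission 535 nm, after compounds sit 10 min at room temperature with 10 uM horse-spleen apoferritin in 50% saturated 1-AMA/PBS. Values come from four-parameter Hill fits.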
Pol beta inh – blocks human DNA polymerase beta activity; P06746; Pol beta primer extension/strand displacement, fluorescence kinetic; Potency, µM (top dose mostly 114 µM), inactives show at the top dose activity change, negative = inhibition, hits mostly inhibitors; 340,000 tested, 1.3% active; AID 485314; also: potency is read from the fitted curve at half-maximal effect; % is scaled to controls: 0 for no effect and ±100 for the full control effect
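Pol beta (10 nM) and compounds were preincubated 15 min at room temperature, then 50 nM substrate (final) started primer extension/strand displacement. Reads were taken at 0 and 10 min; concentration-response data were fitted to a four-parameter Hill equation.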
POLK inh – DNA polymerase kappa (human) inhibition; Q9UBT6; purified Pol kappa, fluorescent DNA synthesis assay, 10 min; Potency, µM (series often up to 107 µM), inactives show at the top dose activity, negative = inhibition, hits mostly inhibitors; 400,000 tested, 0.53% active; AID 588579; also: potency is read from the fitted curve at half-maximal effect; % is scaled to controls: 0 for no effect and ±100 for the full control effect
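10 nM Pol kappa was preincubated with compounds for 15 min at room temperature. Reaction started with 50 nM (final) substrate. Fluorescence read kinetically at 0 and 10 min.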
12-LOX inh – inhibitors of human 12S-lipoxygenase ALOX12. P18054. purified 12hLO, xylenol orange hydroperoxide absorbance. Potency, µM (highest dose often 108 µM), without a hit: top-dose activity change, negative = inhibition, most hits filed as inhibitors. 580,000 tested, 1.1% active; also: potency is read from the fitted curve at half-maximal effect; % is scaled to controls: 0 for no effect and ±100 for the full control effect
Target sequence (P18054 whole entry, looked up): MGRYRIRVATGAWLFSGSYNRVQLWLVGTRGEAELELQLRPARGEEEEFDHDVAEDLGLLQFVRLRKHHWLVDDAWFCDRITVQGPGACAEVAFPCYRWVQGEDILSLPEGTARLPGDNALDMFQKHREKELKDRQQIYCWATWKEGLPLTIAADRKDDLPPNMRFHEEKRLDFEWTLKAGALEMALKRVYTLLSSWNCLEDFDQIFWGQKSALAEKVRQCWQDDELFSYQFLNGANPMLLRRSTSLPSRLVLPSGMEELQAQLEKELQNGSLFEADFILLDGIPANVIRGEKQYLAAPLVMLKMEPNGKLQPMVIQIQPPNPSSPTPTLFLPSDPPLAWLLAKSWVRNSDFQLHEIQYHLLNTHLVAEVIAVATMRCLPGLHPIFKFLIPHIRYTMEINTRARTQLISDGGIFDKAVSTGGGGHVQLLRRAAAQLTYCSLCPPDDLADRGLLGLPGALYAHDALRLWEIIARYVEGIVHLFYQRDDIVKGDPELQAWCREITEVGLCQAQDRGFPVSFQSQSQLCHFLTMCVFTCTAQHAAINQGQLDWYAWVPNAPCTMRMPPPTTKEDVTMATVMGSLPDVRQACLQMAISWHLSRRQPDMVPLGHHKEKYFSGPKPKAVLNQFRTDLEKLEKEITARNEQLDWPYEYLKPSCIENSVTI
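Hydroperoxide product was detected by ferrous iron/xylenol orange as the 573 to 405 nm absorbance ratio. Arachidonic acid at 40 uM (final) was turned over for 30 min at room temperature by 150 nM human 12hLO, pH 7.0 Hepes buffer, after 15 min compound preincubation.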
APEX1 inh – inhibitors of human APE1 endonuclease. P27695. recombinant APE1, TAMRA/BHQ-2 abasic DNA cleavage fluorescence. Potency, µM (top dose mostly 65.8 µM), inactives show at the top dose activity change, negative = inhibition, actives largely listed as inhibitors. 350,000 tested, 0.35% active;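 also: potency is read from the fitted curve at half-maximal effect; plate controls were vehicle for no effect and reference inhibitor for full effect; nearly all actives have a fitted effect of over 55% in size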
Target sequence (P27695 whole entry, looked up): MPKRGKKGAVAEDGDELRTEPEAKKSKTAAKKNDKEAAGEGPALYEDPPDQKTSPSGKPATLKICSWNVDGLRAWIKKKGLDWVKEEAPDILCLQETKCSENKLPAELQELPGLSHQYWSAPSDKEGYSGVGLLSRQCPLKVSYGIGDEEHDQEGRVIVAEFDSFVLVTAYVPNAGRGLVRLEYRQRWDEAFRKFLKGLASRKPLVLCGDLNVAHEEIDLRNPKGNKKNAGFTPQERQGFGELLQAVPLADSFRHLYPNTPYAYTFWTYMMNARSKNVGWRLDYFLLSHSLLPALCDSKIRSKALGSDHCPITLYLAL
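Substrate: short duplex with […] THF abasic site, 5'-TAMRA and 3'-BHQ-2, 50 nM final. APE1 at 0.75 nM, preincubated 15 min RT with compound. Fluorescence increase from first to third read measured activity.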
POLI inh – inhibitors of human DNA polymerase iota; 390,000 tested, 1% active; Q9UNA4; Potency, µM (doses to about 115 µM), inactives show at the top dose activity, negative = inhibition, usual class: inhibitors; Pol iota fluorescent replication assay, 10 min; also: potency is read from the fitted curve at half-maximal effect
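Pol iota at 10 nM preincubated 15 min with compounds at room temperature; reaction started with fluorescent substrate, 50 nM final. Fluorescence read kinetically at 0 and 10 min; buffer-only wells as negative control.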
* marks the source's active call; other numbers are inactive results; ? = inconclusive; · = no result given; & = joins results of further samples; [ ] = dose if it differs, or a comment. Unless noted, calls follow the shape of the dose curve; as a rule, active = well fitted curve in the direction sought with a large enough effect; inconclusive = small, poorly fitted or top-dose-only effect, or another doubt; inactive = no such curve, though single readings can be large; an effect the other way counts as inactive or inconclusive. Some of the compounds tested; the hit share may differ from the screen's.

Each structure is followed by: ERG Ets-DNA blk	TRHR agonist	BLM helicase inh	Apoferritin bind	Pol beta inh	POLK inh	12-LOX inh	APEX1 inh	POLI inh
Cc1ccc(NC(=O)CCC(=O)N/N=C/c2ccc(O)cc2O)cc1
    7.8%	0.5	-5.0%	-20.7%	28.3%	-1.6%	?	-6.2%	-3.9%
O=C(O)CN1C(=O)/C(=C/c2ccc(SCc3ccccc3)o2)SC1=S
    25.7%	11.3	126.0%[activator]	?	3.55µM*	79.4µM*	?	28.2µM*	?
CSc1nc2ccc(NC(=O)NC(=O)c3c(F)cccc3F)cc2s1
    13.6%	-0.7	0.5%	0.9%	-18.7%	2.5%	61.3%[activator]	1.8%	123.1%[activator]
COc1cc(NC(=O)CN(c2ccc(C)cc2)S(=O)(=O)c2cccc3nonc23)cc(OC)c1
    7.0%	0.3	-10.6%	-12.8%	-2.1%	-20.9%	-21.2%	·	4.2%
COc1ccc(NC(=S)N(CCCN2CCOCC2)C(C)c2cc3cccc(OC)c3o2)cc1 (centres undefined)
    38.7%[activator]	-0.4	-3.7%	-6.9%	-1.0%	-2.9%	0.1%	2.5%	42.3%[activator]
COc1ccc2c(CC(=O)N3CCc4cc(OC)c(OC)cc4C3)coc2c1
    9.6%	-0.3	-2.7%	-9.1%	-13.6%	-8.8%	3.3%	-13.0%	16.0%
CCc1nc(SCC(=O)Nc2ccc(N(C)C)cc2)c2ccccc2n1
    -0.3%	0.2	-13.7%	-19.6%	6.8%	-11.6%	0.0%	-0.4%	?
CCOC(=O)c1c(NC(=O)CSc2nc3c(c(=O)n(C)c(=O)n3C)n2C(C)C)sc(C)c1C
    ·	-0.8	-1.2%	7.1%	-29.4%	-5.1%	0.9%	0.8%	17.0%
O=S(=O)(c1ccc(-c2csc(=Nc3ccc(F)cc3)n2CCCCCCO)cc1)N1CCCC1
    -0.7%	0.7	-3.9%	161.0%[activator]	-3.2%	-4.4%	?	·	?
CCOC(=O)c1[nH]c(C)c(CCC(=O)Nc2cc(Cl)ccc2C)c1C
    -7.6%	-0.5	-4.9%	53.7%[activator]	-15.2%	-8.1%[60.1 µM]	-16.0%&-21.1%	·	-19.1%
C[C@@H]1O[C@@H](OC[C@H]2O[C@@H](Oc3cc(O)c4c(c3)O[C@H](c3ccc(O)c(O)c3)CC4=O)[C@H](O)[C@@H](O)[C@@H]2O)[C@H](O)[C@H](O)[C@H]1O
    ·	·	-0.2%	0.9%	·	-8.3%[60.1 µM]	·	-10.7%	·
CCC1CCc2c(sc(NC(=O)c3ccco3)c2C(N)=O)C1 (centres undefined)
    1.1%	0.0	-12.1%	1.1%	-27.3%	-2.3%	0.0%	-7.9%	?
C#CCOCCOCCOCCNc1nc(N2CCN(C(=O)CCCCCCCCCCNC(=O)Cn3cc(C[C@@H](C)O)nn3)CC2)nc(N2CCN(C(=O)CCCCCCCCCCNC(=O)[C@H](CCCCN)n3cc(CCCC(=O)O)nn3)CC2)n1
    -4.2%	1.2	·	·	·	-1.1%	?	4.5%	-22.8%
O=C1CC[C@H](O)CCN1CCSc1ccc(Br)cc1
    16.7%	-0.5	·	·	·	15.2%&-2.3%	7.5%	30.1%	-4.5%&4.2%
COc1cccc(CCC(=O)N(C)C2CCCN(Cc3ccccc3F)C2)c1 (centres undefined)
    -3.1%	-0.5	3.4%	-5.9%	21.0%	-14.0%	-2.3%	-9.4%	16.9%
Nc1nnc(SCc2c(F)cccc2Cl)s1
    3.4%	-0.4	-5.9%	?	15.6%	-15.3%	20.3%	?	-7.0%
COc1ccc(CCCC(=O)N/N=C/c2cccc(OC)c2O)cc1C
    5.2%	0.6	0.0%	?	-14.8%	-8.9%	22.4%	2.2%	11.0%
COc1cccc2sc(N(CCCN(C)C)C(=O)CCS(=O)(=O)c3ccccc3)nc12
    24.0%	2.5	2.3%	-7.9%	-26.7%	-6.4%	-13.9%	20.2%	?
COc1cc(/C=C/C(=O)OCC(=O)c2ccc[nH]2)cc(OC)c1OC
    3.2%	·	·	·	·	-11.3%	-8.9%	-25.7%	?
Cc1c(NS(=O)(=O)c2ccc(N(C)C3CCCCC3)c([N+](=O)[O-])c2)c(=O)n(-c2ccccc2)n1C
    ·	0.2	-2.0%	-16.7%	-18.2%	-6.1%	19.0%	4.4%	16.0%
COC(=O)c1cc(NC(=O)CC2Oc3ccccc3NC2=O)cc(C(=O)OC)c1 (centres undefined)
    -1.2%	1.4	-4.4%	-2.0%	27.0%	-4.8%	-10.0%	18.4%	42.8%[activator]
Cc1ccc(N(CC(=O)NC2CCCCC2)C(=O)CCCC(=O)Nc2ccccn2)cc1
    -13.8%	-0.3	-0.6%	-0.2%	13.1%	-1.7%	-6.5%	29.3%	-9.7%
CCCC(C)C(=O)Nc1ccc(C(N)=O)cc1 (centres undefined)
    -7.1%	0.4	0.8%	4.2%	-2.3%	-3.4%	0.0%	3.2%	2.9%
O=C(CN1CCCCC1)NNC(=O)c1ccc([N+](=O)[O-])cc1
    -20.2%	0.4	-1.8%	-6.3%	-1.3%	-4.6%	4.9%	11.5%	8.4%
Cc1cccc(-n2c(C)cc(/C=N/O)c2C)c1
    -4.5%	-1.3	-2.0%	-3.8%	23.9%	9.8%	-25.0%	18.7%	24.1%
COc1cccc(NC(=O)Cn2c(=O)n(CCC(=O)NCc3ccccc3OC)c(=O)c3ccccc32)c1
    -1.1%	-2.1	-5.5%	0.8%	-1.4%	9.2%	0.0%	·	?
Cc1ccccc1SCC(=O)NC1CCOC1=O (centres undefined)
    -0.7%	0.2	-2.2%	-16.4%	0.2%	-11.7%	-8.7%	-0.8%	122.2%[activator]
Cc1cccc(C)c1NC(=O)CSc1nc(N2CCOCC2)nc(N2CCOCC2)n1
    18.9%	-0.7	-1.3%	-3.6%	3.2%	-3.5%	-20.4%	30.6%[activator]	-0.7%
O=C(CN1CCN(Cc2ccccc2)CC1)Nc1cccc(S(=O)(=O)N2CCCCCC2)c1
    3.9%	0.0	-4.6%	-17.0%	16.1%	-2.0%	-3.7%	-4.6%	41.5%[activator]
[N-]=[N+]=NC1c2ccccc2C(=O)N1Cc1ccccc1 (centres undefined)
    14.1%	-0.3	3.5%	?	13.2%	-3.1%	-3.0%	-2.8%	31.6%[activator]

Full records, quoted from the list:
`COc1cccc2sc(N(CCCN(C)C)C(=O)CCS(=O)(=O)c3ccccc3)nc12` in the list: ERG Ets-DNA blk = 24.0%; TRHR agonist = 2.5; BLM helicase inh = 2.3%; Apoferritin bind = -7.9%; Pol beta inh = -26.7%; POLK inh = -6.4%; 12-LOX inh = -13.9%; APEX1 inh = 20.2%; POLI inh = ?
`COc1cc(/C=C/C(=O)OCC(=O)c2ccc[nH]2)cc(OC)c1OC` in the list: ERG Ets-DNA blk = 3.2%; TRHR agonist = ·; BLM helicase inh = ·; Apoferritin bind = ·; Pol beta inh = ·; POLK inh = -11.3%; 12-LOX inh = -8.9%; APEX1 inh = -25.7%; POLI inh = ?

(list continues)
Each structure is followed by: ERG Ets-DNA blk	TRHR agonist	BLM helicase inh	Apoferritin bind	Pol beta inh	POLK inh	12-LOX inh	APEX1 inh	POLI inh
C=CCNC(=S)Nc1sc2c(c1C(=O)OCC)CCN(C(=O)OCC)C2
    7.4%	0.8	-4.2%	-9.1%	1.0%	-16.7%	0.0%	15.3%	-4.7%
O=C1CC(=O)C(n2cncn2)C(c2ccc(Cl)cc2Cl)C1 (centres undefined)
    8.7%	0.0	-1.0%	-8.1%	-0.2%	-7.0%	·	-7.0%	10.7%
CC(C)NC(=O)c1ccccc1NS(=O)(=O)c1ccc(Br)s1
    -7.0%	0.2	0.7%	-8.0%	?	-2.6%	4.1%	-8.8%	11.7%
COc1ccc(NC(=O)N2CCC3(CC2)CCN(S(C)(=O)=O)CC3)cc1
    ·	·	-0.6%	·	·	-8.0%[60.1 µM]	-10.3%[57.4 µM]	-0.3%	·
C=CCn1cc(C(=O)OC)c(=O)c2cc(S(=O)(=O)N3CCCCCC3)ccc21
    18.8%	-0.1	0.5%	-18.9%	5.5%	3.0%	0.0%	-1.5%	19.6%
CCOC(=O)[C@H]1[C@H]2COc3cc(OC)ccc3[C@@H]2N2C(=O)N(c3cccc(Cl)c3)C(=O)[C@@]12C
    -3.7%	0.1	-12.0%	-0.6%	-1.1%	-11.3%	·	3.1%	?
C[C@H](NC(=O)OC(C)(C)C)c1nnc(SCC(=O)Nc2ccc(Br)cc2)o1
    -1.3%	-0.3	-3.8%	-20.1%	23.0%	-21.2%	-11.4%	-2.4%	5.3%
CS(=O)(=O)Nc1ccc(-c2ccc(/C=C3\SC(N)=NC3=O)o2)cc1
    15.0%	2.7	-4.8%	-6.7%	39.8µM*	-8.2%	-22.7%	12.5%	?
CCO[C@H]1OC(C(=O)NC2CC2)=C[C@@H](C)[C@@H]1CCCO
    -7.8%	-0.5	-2.0%	-1.0%	16.9%	-8.8%	5.6%	3.1%	6.7%
COc1ccc(N2CC(O)=C(c3nc(-c4ccc(Cl)cc4)cs3)C2=N)cc1
    1.6%	-1.7	-2.3%	-2.6%	0.9%	2.2%	-1.8%	-4.2%	-5.1%
CN(C(=O)COC(=O)Cn1cnc2ccccc21)C1CCCCC1
    0.9%	·	·	·	·	-14.1%	-3.5%	2.6%	11.7%
O=[N+]([O-])c1ccc2nc(SCc3cn4ccccc4n3)[nH]c2c1
    ·	-0.3	-8.9%	-11.7%	2.1%	-10.6%	17.8%	1.3%	1.2%
O=C(O)c1cnc(-c2ccccc2)nc1Oc1ccc(Cl)cc1
    -12.8%	-0.1	1.0%	-3.0%	-24.8%	-1.4%	-10.0%	1.7%	62.0%[activator]
